NSD2 inh: blocks human histone methyltransferase NSD2. O96028. NSD2 peptide methylation, AlphaScreen, 120 min. inhibition, % at 12.5 µM. 310,000 compounds, 0.54% hits; in the data active means inhibition above about 50%
V-ATPase pH: yeast V-ATPase proton transport regulation by pHLuorin. S. cerevisiae, pHLuorin cytosolic pH fluorescence. response, % at 10 µM. 350,000 compounds, 0.37% hits. AID 504577; in the data active means response mostly above about 7.3%, no sharp cut-off; inactive means mostly below about 5.4%; further: actives read high; inactives centre near 0; some compounds called inactive have numbers as strong as hits; reference of the scale not given here
DAGLB inhibitor: blocks human DAGLB lipase activity | HEK293T DAGLB membrane lysate, EnzChek fluorogenic substrate | inhibition, % at 5.17 µM | 340,000 compounds, 0.059% hits | AID 504411; in the data active means inhibition above about 34%;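 further: 0% = enzyme with vehicle and 100% = wells lacking enzyme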
CAL PDZ FP-1: inhibitors of human CAL PDZ peptide binding; Q9HD26; purified CAL PDZ, TMR-peptide fluorescence polarization, 1 h; inhibition, % at 24.9 µM; 300,000 compounds, 0.92% hits; AID 602252;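 active means mean inhibition of at least 30% with at least half of replicates also reaching 30%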;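 further: 0% = DMSO neutral control and 100% = excess unlabeled competitor peptide PRC23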
Pemphigus Ab inh: blocks pemphigus antibody binding to human desmoglein-3. DSG3-coupled beads, scFv-anti-DSG3-GFP binding, flow cytometry; active compounds read low. 310,000 compounds, 0.48% hits. P32926. binding (percent of control), % at 10 µM;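 active means binding more than 3 SD below its plate's average and above zero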;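 further: hits lower antibody fragment binding to DSG3; some compounds called inactive have numbers as strong as hits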
Target sequence (P32926 whole entry, looked up, the tested form may be a part): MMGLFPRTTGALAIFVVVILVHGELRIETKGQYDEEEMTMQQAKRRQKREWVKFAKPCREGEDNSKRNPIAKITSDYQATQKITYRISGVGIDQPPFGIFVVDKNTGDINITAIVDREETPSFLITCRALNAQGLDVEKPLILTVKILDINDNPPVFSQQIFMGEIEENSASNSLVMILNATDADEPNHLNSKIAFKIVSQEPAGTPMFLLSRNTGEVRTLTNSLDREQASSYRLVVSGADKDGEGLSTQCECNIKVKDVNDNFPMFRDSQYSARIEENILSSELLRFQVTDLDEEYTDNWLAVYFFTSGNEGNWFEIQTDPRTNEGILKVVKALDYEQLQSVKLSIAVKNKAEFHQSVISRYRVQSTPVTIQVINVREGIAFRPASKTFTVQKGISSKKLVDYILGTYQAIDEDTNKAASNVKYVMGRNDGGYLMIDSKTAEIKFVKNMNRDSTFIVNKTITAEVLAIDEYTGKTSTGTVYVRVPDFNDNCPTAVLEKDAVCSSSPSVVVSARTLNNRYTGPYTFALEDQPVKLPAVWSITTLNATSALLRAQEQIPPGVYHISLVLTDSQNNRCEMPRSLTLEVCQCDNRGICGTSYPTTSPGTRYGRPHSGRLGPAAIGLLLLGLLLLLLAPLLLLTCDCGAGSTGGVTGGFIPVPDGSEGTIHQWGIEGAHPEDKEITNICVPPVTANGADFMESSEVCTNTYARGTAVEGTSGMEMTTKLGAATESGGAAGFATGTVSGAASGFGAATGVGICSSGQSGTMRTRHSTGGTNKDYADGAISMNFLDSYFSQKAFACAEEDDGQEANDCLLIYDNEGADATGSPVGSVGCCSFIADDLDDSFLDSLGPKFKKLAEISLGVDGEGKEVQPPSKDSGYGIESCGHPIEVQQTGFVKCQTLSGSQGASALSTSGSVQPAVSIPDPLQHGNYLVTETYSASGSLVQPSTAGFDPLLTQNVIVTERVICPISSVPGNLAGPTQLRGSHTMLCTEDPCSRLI
Cardiac RTF inh: cardiac RTF calcium desensitization. IANBD-labeled cardiac RTF, Ca2+ fluorescence. inhibition, % at 7.15 µM. 340,000 compounds, 0.12% hits. AID 493244;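 active means inhibition above the mean inhibition of all tested compounds plus 3 SD, cut at about 17% in these data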;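 further: assay run at fixed EC70 calcium of 1.6 mM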
CAL PDZ FP-2: blocks peptide binding to human CAL PDZ domain; Q9HD26; purified CAL PDZ, TMR-peptide fluorescence polarization, 1 h; inhibition, % at 20 µM; 330,000 compounds, 0.02% hits; AID 504414;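 active means highest replicate inhibition of at least 40%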;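 further: plate controls were DMSO neutral control wells for no effect and unlabeled competitor peptide control wells for full effect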
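System: tagged CAL PDZ domain. Schedule: 1 h room-temperature incubation prior to read. Signal: fluorescence polarization (mP). Measure: percent inhibition from loss of millipolarization.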
LANA DNA inh: blocks KSHV LANA C-terminal domain binding to DNA. MBP-C-LANA/FAM-LBS DNA binding, fluorescence polarization. 340,000 compounds, 0.078% hits. inhibition, % at 9 µM. AID 504423;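 active means highest replicate inhibition at or above 60% at 9 µM, even if other replicates fall short; inactive means all replicates below 60% inhibition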;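 further: 0% = neutral control wells and 100% = 4 µM acridine orange control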
Arrestin-AP2 inh: human beta-arrestin and AP2 interaction inhibition | 340,000 compounds, 0.31% hits | inhibition, % at 10 µM | FITC-arrestin peptide / GST-AP2 beads, flow cytometry; AP2 beta2 appendage carries R879A mutation;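 active means inhibition above a set limit, near 3 SD of compounds lacking own fluorescence, cut at about 54% in these data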;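 further: plate controls were DMSO wells for no effect and 5 µM unlabelled arrestin peptide for full effect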
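Assay system: GST-AP2 R879A bound to glutathione beads, E. coli-expressed; Medium: PBS with 0.05% Tween 20 and 0.1% BSA; Also added: fluorescein-tagged arrestin peptide at 50 nM final; Timing: 12 min plus 1 h, RT; Measured by: flow cytometry, FL1 (488/535 nm); Evaluation: percent drop in bead-associated FITC signal.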
Keap1-Nrf2 PPI: inhibitors of human Keap1-Nrf2 protein-protein interaction. inhibition, % at 9.4 µM. Keap1 Kelch-Nrf2 peptide fluorescence polarization, 1536-well. Q14145. 340,000 compounds, 0.15% hits; in the data active means inhibition above about 12%;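 further: human Keap1 Kelch domain with fluorescein labeled Nrf2 9mer peptide probe; 0% = neutral control wells and 100% = peptide positive control; higher means more block of Keap1 binding to Nrf2 peptide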
Starred values were filed as active, the others as inactive; . = not tested or not shown.

SMILES	NSD2 inh	V-ATPase pH	DAGLB inhibitor	CAL PDZ FP-1	Pemphigus Ab inh	Cardiac RTF inh	CAL PDZ FP-2	LANA DNA inh	Arrestin-AP2 inh	Keap1-Nrf2 PPI
Cc1c(NC(=O)COC(=O)c2ccc(Cl)nc2)c(=O)n(-c2ccccc2)n1C	-4	-4	0	8	94	1	-0.8	2.7	24	3
S=C1SCN(Cc2ccco2)CN1Cc1ccco1	3	-1	3	0	94	-10	-1.0	0.2	5	6
c1ccc(-c2ccnc3nc(-n4cccc4)nn23)cc1	6	1	-2	-4	99	0	-1.0	-0.1	32	-5
CC(=O)Nc1ccc(S(=O)(=O)Nc2cccc(NC(=O)c3ccco3)c2)cc1	2	-1	3	-2	100	4	-1.6	1.8	13	-9
CCS(=O)c1ccccc1C(=O)OCC(=O)N1CCC(c2ccccc2)=N1 (stereo not given)	-2	2	0	14	102	-5	-1.6	0.6	22	0
COC(=O)c1cc(NC(=O)c2cc3ccccc3o2)cc(C(=O)OC)c1	-4	-3	0	5	98	2	.	0.7	15	-6
CCOCC(=O)Nc1ccc(C)c(Cl)c1	-3	4	-6	-2	.	-4	0.0	8.9	2	-4
C/C(=N\NC(=O)Cn1nc(C)c([N+](=O)[O-])c1C)c1ccco1	-3	1	-3	.	106	-3	-1.8	4.1	-1	-7
O=C(NCCCN1CCOCC1)c1ccc(-n2nc(C(F)(F)F)cc2-c2cccs2)cc1	10	-2	-2	-15	101	5	-3.8	-0.7	-7	-2
CCOc1ccc(CNC(=O)CCCn2nc(CC)n3c(cc4occc43)c2=O)cc1	-1	1	-4	.	105	-6	-1.9	-1.0	36	-2
CC(=O)C1C(=O)C=C(c2cccs2)CC1c1ccccc1 (stereo not given)	5	-2	.	6	98	.	4.0	1.4	-3	3
CCCN(C(=O)CCSc1ccc(F)cc1)c1c(N)n(Cc2ccccc2)c(=O)[nH]c1=O	8	5	3	-3	.	-7	-2.7	-0.1	-16	-1
COCc1cnc(C)nc1N	-1	-3	1	-1	104	-7	-1.3	0.1	8	-3
CC(NS(=O)(=O)c1ccc(F)cc1)C(=O)NCc1ccncc1 (stereo not given)	1	-1	0	1	99	-6	0.4	0.2	-12	-7
O=C(CSc1nnc(SCc2ccccc2)s1)N/N=C/c1ccc(C(=O)O)cc1	0	-2	2	-1	104	3	-3.1	0.1	6	0
COc1ccc(Nc2ccc([N+](=O)[O-])cn2)cc1	0	-2	6	0	111	3	0.1	3.2	-25	-5
S=C(NC1CCCCC1)N(CCc1nc2ccccc2[nH]1)C1CCCC1	-2	2	-25	-6	.	-2	-3.6	0.4	10	-3
Cc1ccccc1OCc1nnc(SCC(=O)NC2CCCCC2)o1	1	-5	-1	-2	101	-7	-3.7	-0.5	18	0
NS(=O)(=O)c1ccc(NC(=S)NCc2ccccc2Cl)cc1	2	0	0	-4	91	-9	-0.3	-6.5	19	0
COCCCN1C(=O)C(=O)/C(=C(/O)c2ccc(S(=O)(=O)N3CCCCC3)cc2)C1c1ccc(O)cc1 (stereo not given)	0	-1	1	2	100	0	-1.4	-0.5	5	-4
CCc1ccccc1NC(=S)N1CCN(c2ccccn2)CC1	-2	-2	-1	-2	130	2	-0.6	2.2	-14	3
CC1(C)Cc2c(cnn2-c2ccccc2)C(NC(=O)CCc2ccc(=O)[nH]n2)C1 (stereo not given)	-2	-2	3	6	.	-10	-1.4	-0.4	29	3
C/C(=C\C(=O)c1ccccc1)NCc1ccc(F)cc1	10	0	-7	4	116	-2	-1.4	-1.5	2	1
CCN(Cc1ccccc1)S(=O)(=O)c1ccc(OC)c2ncccc12	5	-5	0	-3	93	-1	-0.2	-1.9	-11	2
CC(C)S(=O)(=O)C1=NSC2=NC(=O)/C(=C\c3ccc(-c4cccc(C(=O)O)c4)o3)C(=N)N21	18	-1	9	.	106	-11	-7.6	-1.8	17	-19
Cc1nc2ccc(NS(=O)(=O)c3ccc4c(c3)OCCO4)cc2s1	.	1	2	0	108	8	-0.1	-1.2	-8	0
N#Cc1ccc(NC(=S)NC(=O)C2CCCCC2)cc1	-3	0	-3	-2	110	-2	-0.6	0.2	10	2
CC(=O)Nc1ccc(S(=O)(=O)NC(C)C(=O)NCC(c2ccco2)N(C)C)cc1 (stereo not given)	-5	-5	0	1	95	-4	-0.6	-0.4	7	1
CCCCNC(=O)Nc1nc2ccc(CC)cc2s1	-2	-2	-6	-4	107*	6	-2.6	1.4	0	-3
Cc1cc(C)n2nc(C(=O)OCC(=O)NNC(=O)c3ccc(Cl)cc3)nc2n1	-1	8	-1	.	.	-14	-0.6	0.7	35	-6
CCCNC(=O)Cn1nc(C(F)(F)F)c2c1CCC2	-5	-3	3	.	98	-6	-2.5	1.3	18	1
CC(=O)Oc1cccc(NC(=O)c2ccc3c(c2)C(=O)N(CC(C)C)C3=O)c1	0	4	-1	-7	102	-5	-0.8	1.6	-12	-8
N#Cc1ccc(OCC(=O)N2CCN(c3ccc(C(F)(F)F)cn3)CC2)cc1	-2	-3	-1	-2	104	-2	-4.1	1.6	-8	0
S=c1[nH]cc(-c2ccccc2)n1-c1cccc(Cl)c1	5	3	2	0	96	-16	-2.4	0.6	18	-2
Cc1cccc(C)c1NC(=O)c1cc(S(=O)(=O)N2CCOCC2)ccc1F	-2	0	-1	-1	99	-7	.	0.1	8	-4
COc1ccc(OC)c(NC(=S)NCc2cccs2)c1	0	1	1	-1	101	4	0.1	1.8	-7	-2
Cc1nc2ccc(-c3nc4ccccc4o3)cc2[nH]1	1	-3	-5	-3	105	-4	-0.9	0.1	2	-1
CSc1sc(C(=O)OC(C)C)c2c1C(=O)CC(C)(C)C2	-1	0	-4	.	114	-4	0.2	0.6	-12	-4
COC(=O)[C@H](C)NC(=O)Nc1ccccc1C(F)(F)F	-1	3	-7	.	105	-2	-0.7	-0.3	0	0
CN(Cc1ccc(F)cc1)C(=O)CN1CCN(S(=O)(=O)c2ccc3c(c2)OCCCO3)CC1	0	6	-1	.	101	.	.	.	.	.
COc1ccc(S(=O)(=O)N2CCOCC2)cc1NC(=O)CC1CCCC1	-1	-1	0	10	98	-3	-0.7	2.2	2	2
COCc1c(C(=O)OCC(=O)NCCN2C(=O)CSC2=O)oc2ccccc12	-4	-4	-1	-1	107	8	-1.9	-0.7	13	-1
COc1ccc(-n2nnnc2SCC(=O)c2ccc3c(c2)OCCO3)cc1	98*	6	0	-4	109	-4	.	1.9	4	-5
CC(O)[C@H]1CN=C(N)N1CC1CCCCC1 (stereo not given in full)	.	1	0	-2	108	2	0.0	-1.1	1	3
COCCNC(=O)c1ccccc1NC(=O)c1cccc([N+](=O)[O-])c1C	0	-1	-1	-1	119	0	-1.3	-0.8	-10	-5
CCCC(NC(=O)Cc1c(C)c2c(cc(C)c3c(C)coc32)oc1=O)C(=O)O (stereo not given)	-1	-5	2	2	93	-14	-0.5	0.7	-11	3
CNC(=O)c1ccccc1Sc1cccc2cccc(C(=O)O)c12	1	-2	0	-4	100	-10	-0.9	0.8	-1	-1
O=C(O)c1cc(-c2cccc([N+](=O)[O-])c2)n[nH]1	-2	-1	1	-2	95	-5	-0.3	1.5	20	-3
Cc1ccc2c(C(=O)CN3CCOCC3)c(C)[nH]c2c1	-13	5	-11	-1	102	-4	-2.1	2.0	-1	0
CC1(C)CC(=O)c2sc(NC(=O)Cc3cccs3)nc2C1	5	4	-1	-4	81	-2	-0.5	-3.5	9	-4
CCOc1cc(/C=N/NC(=O)c2cc(-c3ccccc3)nc3ccccc23)ccc1O	-1	-6	1	-3	103	-2	-0.6	-2.2	-1	3
Cc1cccc2cc3c(N)c(C(=O)N4CCCc5ccccc54)sc3nc12	-1	-1	-6	-2	107	-53	-0.7	1.4	5	-5
CC(C)OC(=O)c1ccc(S(N)(=O)=O)o1	-3	2	2	0	97	5	0.2	-1.4	29	1
O=C(O)Cc1sc(Nc2cccc3ccccc23)nc1-c1ccccc1	-1	2	6	-3	.	-8	0.4	0.2	2	-8
C/C(N)=C(/C#N)C(=O)COC(=O)CNS(=O)(=O)c1ccc(F)c(F)c1F	.	-5	0	-1	107	1	-0.5	-0.8	-11	-1
Cc1ccc(CN2C(=O)NC(Cc3c[nH]c4ccccc34)C2=O)cc1 (stereo not given)	-5	2	2	-1	125	-19	-2.5	1.6	4	-2

Part of the list above, in CSV form:
smiles,NSD2 inh,V-ATPase pH,DAGLB inhibitor,CAL PDZ FP-1,Pemphigus Ab inh,Cardiac RTF inh,CAL PDZ FP-2,LANA DNA inh,Arrestin-AP2 inh,Keap1-Nrf2 PPI
CNC(=O)c1ccccc1Sc1cccc2cccc(C(=O)O)c12,1,-2,0,-4,100,-10,-0.9,0.8,-1,-1
O=C(O)c1cc(-c2cccc([N+](=O)[O-])c2)n[nH]1,-2,-1,1,-2,95,-5,-0.3,1.5,20,-3
Cc1ccc2c(C(=O)CN3CCOCC3)c(C)[nH]c2c1,-13,5,-11,-1,102,-4,-2.1,2.0,-1,0
CC1(C)CC(=O)c2sc(NC(=O)Cc3cccs3)nc2C1,5,4,-1,-4,81,-2,-0.5,-3.5,9,-4
CCOc1cc(/C=N/NC(=O)c2cc(-c3ccccc3)nc3ccccc23)ccc1O,-1,-6,1,-3,103,-2,-0.6,-2.2,-1,3
Cc1cccc2cc3c(N)c(C(=O)N4CCCc5ccccc54)sc3nc12,-1,-1,-6,-2,107,-53,-0.7,1.4,5,-5
CC(C)OC(=O)c1ccc(S(N)(=O)=O)o1,-3,2,2,0,97,5,0.2,-1.4,29,1
O=C(O)Cc1sc(Nc2cccc3ccccc23)nc1-c1ccccc1,-1,2,6,-3,.,-8,0.4,0.2,2,-8
C/C(N)=C(/C#N)C(=O)COC(=O)CNS(=O)(=O)c1ccc(F)c(F)c1F,.,-5,0,-1,107,1,-0.5,-0.8,-11,-1
Cc1ccc(CN2C(=O)NC(Cc3c[nH]c4ccccc34)C2=O)cc1 (stereo not given),-5,2,2,-1,125,-19,-2.5,1.6,4,-2

Screens from PubChem BioAssay.

This is a subset (hit frequency here may not be typical).
